Screens: PubChem, several laboratories
GRK2 aptamer HTS: compounds blocking aptamer binding on GRK2 – biochemical, human GRK2, bead flow cytometry, HTS, primary screen | Beta-adrenergic receptor kinase 1 (Homo sapiens), P25098 | FAM-aptamer displacement from GRK2 | inhibition of aptamer binding, % at 10 µM | 330,000 tested, 0.59% active;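 active = inhibition of aptamer binding above 40%, roughly 3 SD of noise, on plates passing a quality check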;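 also: median bead fluorescence of bound FAM aptamer so fluorescent compounds give negative values; no value below 0 was filed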
Target sequence (P25098 whole entry, looked up): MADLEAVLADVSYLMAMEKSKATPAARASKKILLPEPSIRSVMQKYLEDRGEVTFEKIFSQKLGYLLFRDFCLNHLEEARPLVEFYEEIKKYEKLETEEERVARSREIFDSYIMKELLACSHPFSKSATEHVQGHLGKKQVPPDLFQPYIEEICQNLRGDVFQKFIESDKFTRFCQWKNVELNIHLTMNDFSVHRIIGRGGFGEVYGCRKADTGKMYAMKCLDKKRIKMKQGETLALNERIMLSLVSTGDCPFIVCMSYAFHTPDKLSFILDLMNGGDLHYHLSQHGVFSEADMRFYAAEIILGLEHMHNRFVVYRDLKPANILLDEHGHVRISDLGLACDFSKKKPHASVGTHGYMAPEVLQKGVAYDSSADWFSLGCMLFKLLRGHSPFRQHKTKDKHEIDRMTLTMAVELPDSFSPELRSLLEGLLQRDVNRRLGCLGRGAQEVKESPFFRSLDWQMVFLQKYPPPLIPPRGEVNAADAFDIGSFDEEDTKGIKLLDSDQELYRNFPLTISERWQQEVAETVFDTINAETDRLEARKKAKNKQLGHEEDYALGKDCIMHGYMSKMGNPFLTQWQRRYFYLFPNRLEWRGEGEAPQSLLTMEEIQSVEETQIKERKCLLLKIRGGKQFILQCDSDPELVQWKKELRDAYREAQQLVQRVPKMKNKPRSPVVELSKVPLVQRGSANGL
Efflux pump inh: inhibitors of Candida efflux pumps in yeast, primary screen, S. cerevisiae, Nile Red, multiplex; S. cerevisiae Candida pump triplex; inhibition, % at 10 µM; 330,000 tested, 0.44% active; AID 485275, 2010;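 active = plate passing quality check with inhibition over a set limit, or well fluorescence over plate mean plus 4 SD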;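 also: Nile Red retained in pooled yeast measured as flow cytometry median fluorescence; 0% = buffer negative control and 100% = Enniatin B positive control; higher means more Nile Red kept so more efflux inhibition; some compounds called inactive have numbers as strong as hits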
BCLXL inh: inhibitors of human Bcl-xL, primary screen, biochemical, fluorescence polarization, HTS | GST-Bcl-xL / FITC-Bim BH3 peptide fluorescence polarization | AID 2129, 2009 | inhibition, % at 10.9 µM | Bcl-2-like protein 1 (Homo sapiens), Q07817 | 320,000 tested, 0.7% active;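 active = inhibition above the mean of all tested compounds plus 3 SD, cutoff set per campaign, cut at about 30% in these data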;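 also: 0% = DMSO wells and 100% = unlabeled Bim-BH3 peptide competitor; inhibitors lower millipolarization by displacing the labeled peptide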
Target sequence (Q07817 whole entry, looked up): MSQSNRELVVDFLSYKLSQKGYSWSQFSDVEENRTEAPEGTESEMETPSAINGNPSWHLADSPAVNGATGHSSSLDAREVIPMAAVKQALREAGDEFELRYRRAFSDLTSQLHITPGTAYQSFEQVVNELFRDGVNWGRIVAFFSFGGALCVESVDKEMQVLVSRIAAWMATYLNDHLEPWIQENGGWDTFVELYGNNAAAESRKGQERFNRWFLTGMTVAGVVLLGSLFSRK
VLA-4 inh: inhibition in human VLA-4 binding assay, primary screen, VLA-4 allosteric modulator project, MLPCN library, flow cytometry, VLA-4 expressing cells. inhibition, % (about 7 µM as worked out from the volumes in the protocol). AID 2557, 2010. Integrin alpha-4 (Homo sapiens), P13612. 330,000 tested, 0.2% active. ligand binding flow cytometry; in the data active = inhibition above about 50%
Fam108B inh: mouse Fam108B serine hydrolase inhibitors, primary screen, counter-screen for RBBP9 inhibitor project, biochemical, fluorescence polarization; recombinant Fam108B, FP-Rh probe fluorescence polarization; 300,000 tested, 0.33% active; inhibition, % at 9.51 µM;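 active = inhibition above the screen mean inhibition plus 3 SD, computed separately per campaign, cut at about 18% in these data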;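 also: inhibitors lower polarization as less probe binds the enzyme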
PME-1 inh: PME-1 inhibitors via competitive probe labeling, primary screen, biochemical, fluorescence polarization, FP-Rh probe, HTS. Protein phosphatase methylesterase 1 (Homo sapiens), Q9Y570. recombinant PME-1. inhibition, % at 5.9 µM. 320,000 tested, 0.53% active;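 active = inhibition above the campaign mean of all compounds plus 3 SD, cut at about 26% in these data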;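 also: competitive labeling of PME-1 active site by serine hydrolase directed probe; 0% = PME-1 with DMSO and 100% = wells lacking PME-1 enzyme; inhibitors block probe labeling so polarization falls and inhibition rises; many of its hits are not listed in these tables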
MEX-5 binding: MEX-5 zinc finger RNA-binding disruptors – biochemical, C. elegans, fluorescence polarization, MLPCN library, primary screen | Zinc finger protein mex-5 (Caenorhabditis elegans), Q9XUB2 | MEX-5/FITC-TCR2 RNA binding; active compounds read low | activity score (negative = inhibition of binding), % at 10 µM | 300,000 tested, 0.38% active;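 active = inhibition past about -25% in most replicates, and total fluorescence under double the plate's negative control median, limit read from the data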;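 also: 0% = DMSO and -100% = 5 µM competing unlabeled TCR2 RNA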
MCL1-BIM inh: inhibitors of MCL1 binding to BIM-BH3, primary screen, biochemical, fluorescence polarization; AID 2057, 2009; GST-MCL1 / FITC-Bim-BH3 fluorescence polarization; 320,000 tested, 0.68% active; inhibition, % at 10.9 µM;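 active = inhibition above the mean inhibition of all tested compounds plus 3 SD, set per campaign, cut at about 40% in these data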;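 also: 0% = DMSO wells and 100% = unlabeled Bim-BH3 peptide control; higher means more loss of mP so more displacement of Bim peptide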
GLD-1 RNA inh: GLD-1/TGE RNA complex disruptors, primary screen, biochemical, fluorescence polarization; inhibition, % at 5.96 µM; 320,000 tested, 0.44% active; purified GLD-1 + fluorescein TGE RNA;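 active = percent inhibition above a per-plate cutoff, the plate mean of test compounds plus 3 SD, cut at about 30% in these data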;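 also: 0% = DMSO wells with GLD-1 and probe and 100% = wells lacking GLD-1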
* marks the source's active call; other numbers are inactive results; i = inactive; · = not tested or not shown.

SMILES	GRK2 aptamer HTS	Efflux pump inh	BCLXL inh	VLA-4 inh	Fam108B inh	PME-1 inh	MEX-5 binding	MCL1-BIM inh	GLD-1 RNA inh
CC(C)=CCC[C@](C)(O)C1CC[C@]2(C)C1C(O)CC1[C@@]3(C)CCC(O)C(C)(C)C3C(O[C@@H]3OC(CO)C(O)C(O)C3O[C@@H]3OC(C)C(O)C(O)C3O)C[C@]12C (stereo partly specified)	2	0.6	·	17	·	·	·	·	5
COc1c(O)ccc(/C=N\NC(=O)c2ccc3c(c2)OCO3)c1[N+](=O)[O-]	0	0.0	6	5	3	5	0.0	17	-3
CCc1nc(NCc2ccco2)c2oc3ccccc3c2n1	6	0.0	0	10	-3	-12	-2.4	-7	-2
Cc1ccc(NC(=O)c2ccc(OC(=O)COc3cccc(Cl)c3)cc2)cc1	2	-0.1	2	15	0	3	-0.3	1	0
COc1c(O)c(O)c2oc(-c3ccccc3)cc(=O)c2c1OC	2	-0.2	3	9	0	7	-0.3	-1	1
CCN1CCN(c2ccc(S(=O)(=O)N3CCCCC3)cc2NC(=O)c2cccc(F)c2)CC1	0	0.0	-2	1	-1	-3	1.5	-8	7
CN(c1ccccc1)S(=O)(=O)c1ccc(C(=O)N2CCc3ccccc3C2)cc1	0	0.2	5	3	2	1	1.7	5	-1
COc1ccc(OC(C)C(=O)N(C)Cc2nc(-c3cccc(C)c3)no2)cc1 (stereo unspecified)	3	0.1	6	3	4	-2	-0.9	9	5
CCN(CC)C(=O)Oc1ccc2cc(Br)ccc2c1	2	0.0	6	22	5	2	1.6	9	-2
O=[N+]([O-])c1cc(C=Nc2ccc3ccccc3c2)ccc1Br	3	0.2	5	20	1	1	-2.5	8	-1
O=C(COc1coc(CN2CCN(c3ccc(F)cc3)CC2)cc1=O)NCC1CCCO1 (stereo unspecified)	3	0.0	-2	6	1	-3	-1.4	-1	9
Brc1ccc(-c2nnc3ccc(Nc4ccccc4)nn23)cc1	0	0.1	1	13	-3	-6	0.4	2	8
CC1CCN(C(=O)CCCOc2cc(=O)n(C)c3ccccc23)CC1	0	-0.1	2	-2	4	-1	3.9	6	3
NC(=O)Nc1ccc(C(=O)OCC(=O)Nc2ccc(Cl)cn2)cc1	1	0.0	2	-6	6	-11	-0.1	-2	3
CC1C(=O)Nc2ccccc2N1C(=O)c1ccc(Cl)cc1 (stereo unspecified)	1	0.2	6	12	-1	8	-0.3	4	-10
O=[N+]([O-])c1ccc2c(c1)C(N1CCOCC1)/C(=C/COc1ccc3ccccc3c1Br)O2 (stereo unspecified)	1	0.0	7	6	-2	2	1.8	3	5
CN(C)c1ccc(C2Nc3ccccc3C(=O)N2CCCN2CCOCC2)cc1 (stereo unspecified)	3	0.0	3	1	-1	4	-0.4	2	-1
Cc1ccccc1-c1nc(CS(=O)(=O)CC(=O)NCCCN2C(C)CCCC2C)c(C)o1 (stereo unspecified)	0	0.5	-2	25	-4	-1	0.1	-2	4
Cc1ccc(C(=O)CNc2ccc(Cl)cc2)cc1	0	-0.1	-13	24	-1	3	-0.4	8	0
Cc1ccccc1OCc1nc2ccccc2c(=O)n1NC(=O)c1ccco1	4	0.0	12	-6	2	4	-1.0	4	2
O=C(/C=C/c1ccc(Cl)cc1)NC1CCS(=O)(=O)C1 (stereo unspecified)	2	0.0	3	38	-1	-3	0.1	1	-9
CC1CC1C(=O)N(C)CC(=O)Nc1ccccc1Br (stereo unspecified)	0	0.0	·	1	·	·	·	·	0
Cc1ccc(OCC(=O)NNC(=O)c2ccc(NC(=O)C3CC3)cc2)c(C)c1	0	0.1	-1	-2	1	-4	0.7	0	9
CCCCn1c(Cc2ccccc2)nnc1SCC(=O)N1CCOCC1	0	0.0	-1	8	3	6	0.1	-2	4
Nc1c(NCCN2CCOCC2)c2ccccc2oc1=O	0	0.0	7	-15	3	2	-0.7	6	5

Part of the list above, with two lines to a compound.
Screens in order: GRK2 aptamer HTS	Efflux pump inh	BCLXL inh	VLA-4 inh	Fam108B inh	PME-1 inh	MEX-5 binding	MCL1-BIM inh	GLD-1 RNA inh
CN(C)c1ccc(C2Nc3ccccc3C(=O)N2CCCN2CCOCC2)cc1 (stereo unspecified)
→ 3	0.0	3	1	-1	4	-0.4	2	-1
Cc1ccccc1-c1nc(CS(=O)(=O)CC(=O)NCCCN2C(C)CCCC2C)c(C)o1 (stereo unspecified)
→ 0	0.5	-2	25	-4	-1	0.1	-2	4
Cc1ccc(C(=O)CNc2ccc(Cl)cc2)cc1
→ 0	-0.1	-13	24	-1	3	-0.4	8	0
Cc1ccccc1OCc1nc2ccccc2c(=O)n1NC(=O)c1ccco1
→ 4	0.0	12	-6	2	4	-1.0	4	2
O=C(/C=C/c1ccc(Cl)cc1)NC1CCS(=O)(=O)C1 (stereo unspecified)
→ 2	0.0	3	38	-1	-3	0.1	1	-9
CC1CC1C(=O)N(C)CC(=O)Nc1ccccc1Br (stereo unspecified)
→ 0	0.0	·	1	·	·	·	·	0
Cc1ccc(OCC(=O)NNC(=O)c2ccc(NC(=O)C3CC3)cc2)c(C)c1
→ 0	0.1	-1	-2	1	-4	0.7	0	9
CCCCn1c(Cc2ccccc2)nnc1SCC(=O)N1CCOCC1
→ 0	0.0	-1	8	3	6	0.1	-2	4
Nc1c(NCCN2CCOCC2)c2ccccc2oc1=O
→ 0	0.0	7	-15	3	2	-0.7	6	5

Going on with the list:
SMILES	GRK2 aptamer HTS	Efflux pump inh	BCLXL inh	VLA-4 inh	Fam108B inh	PME-1 inh	MEX-5 binding	MCL1-BIM inh	GLD-1 RNA inh
CCOC(=O)CC1C(=O)NCCN1C(=O)c1c(Cl)cccc1Cl (stereo unspecified)	2	0.1	1	5	5	4	-0.8	-3	-2
COc1ccccc1/C=C1\SC(=S)N(CCC(=O)NNC(=O)c2ccccc2OC)C1=O	0	0.3	2	6	0	4	-3.7	1	-4
O=C(NCc1ccccc1)c1ccc(Cl)cc1	0	0.0	0	4	-1	2	2.2	5	6
CC(Sc1nnc(-c2ccco2)n1C)C(=O)N1C(C)CCCC1C (stereo unspecified)	1	0.7	-1	11	2	-7	-0.3	5	12
O=C(Cn1c(C(F)(F)F)nc2ccccc21)OCC(=O)c1c[nH]c2ccccc12	80*	-0.1	3	-132	-2	-6	-6.4	-7	-2
CCOC(=O)c1ccc(NC(=S)Nc2cccc(C)n2)cc1	3	0.4	-2	8	-3	-2	3.3	1	-7
O=C(O)C1=C[C@@H](c2ccc(C(F)(F)F)cc2)C[C@@H](OCCCCO)O1	·	·	6	·	0	-1	0.2	5	5
COc1cccc(N=C(N)N=C(N)N)c1	0	0.2	-1	-11	2	-2	5.4	-1	0
O=C(CN1CCOCC1)Nc1ncc(Cc2cccc(Cl)c2Cl)s1	0	-0.2	4	8	2	0	0.5	11	1
c1ccc(-c2noc(CCC3CCCC3)n2)cc1	2	0.0	8	-1	4	1	-0.3	8	-4
CSc1ccc(/C=N/NC(=O)CN2CCN(Cc3ccccc3)CC2)cc1	0	0.0	4	9	-3	-1	0.5	3	4
CCNC(=O)N1c2ccc(OC)cc2C(C)=CC1(C)C	3	0.1	52*	-1	-3	-2	-2.8	-2	70*
O=C(NC1CCCC1)C(c1ccco1)N(C(=O)c1csnn1)c1ccccc1 (stereo unspecified)	0	-0.2	6	3	-2	1	1.1	1	0
COc1cccc(NC(=S)N(CCCN2CCCC(C)C2)Cc2cccs2)c1 (stereo unspecified)	0	-0.1	3	12	2	5	-1.2	7	-3
O=C(NCc1cccnc1)c1cccc(S(=O)(=O)N2CCCCC2)c1	0	0.0	0	13	2	10	-1.0	3	6
COc1cccc(NC(=O)c2ccc(CN3CCc4ccccc4C3)cc2)c1	2	0.7	5	3	-6	-4	1.1	4	2
O=CN1CCN(S(=O)(=O)c2ccc(S(=O)(=O)NC3CCCCC3)cc2)CC1	0	-0.1	-2	-5	1	-5	2.0	-6	-7
Cc1ccc(Cn2ncc3c(NCCCN4CCOCC4)ncnc32)cc1	0	-0.1	1	1	0	1	2.2	4	1
COc1ccc(CNC(=O)CN(Cc2ccc(F)cc2)C(=O)c2csnn2)cc1	1	-0.1	6	-2	2	4	-0.1	1	8
Cc1nnc(NC(=O)CSCc2c(C)noc2C)s1	3	0.0	3	14	3	-1	-3.0	4	6
COc1cccc(C2=NO[C@@H]3C(=O)N(c4ccc5c(c4)OCCO5)C(=O)[C@H]23)c1OC	3	-0.1	9	11	3	2	-1.3	14	8
O=C(NN1C(=O)/C(=C\c2cccnc2)SC1=S)C(c1ccccc1)c1ccccc1	0	-0.3	1	11	4	-7	-1.1	-8	0
Cc1cc(C(=O)NNc2ccccc2F)no1	0	0.0	3	13	2	0	0.7	10	7
CS(=O)(=O)Nc1cccc(C(=O)CC2(O)C(=O)Nc3ccccc32)c1 (stereo unspecified)	0	-0.1	1	3	1	1	-1.3	-2	0
CCN1C(=O)/C(=C/C=C2/Sc3ccc4ccccc4c3N2CCO)SC1=S	3	0.0	9	i	-26	-50	1.9	9	-11
The list continues.
SMILES	GRK2 aptamer HTS	Efflux pump inh	BCLXL inh	VLA-4 inh	Fam108B inh	PME-1 inh	MEX-5 binding	MCL1-BIM inh	GLD-1 RNA inh
O=C(COC(=O)C1CCN(S(=O)(=O)c2ccccc2)CC1)NCCc1ccccc1	0	-0.1	-7	-6	·	4	·	-12	2
CSc1ccccc1C(=O)NC1CCCN(c2ccc(C(F)(F)F)cn2)C1 (stereo unspecified)	0	-0.1	9	-5	2	12	-0.8	6	5
COc1ccccc1CN(C)C(=O)c1cccc(S(=O)(=O)N2CCN(Cc3ccccc3)CC2)c1	4	0.1	-3	5	2	9	0.8	-1	6
Cc1ccccc1-n1c(=O)/c(=C\c2ccco2)s/c1=C(/C#N)C(=O)Nc1ccccc1	1	0.3	-12	-26	-7	-1	-8.7	-9	-12
Cc1cc(C)cc(NC(=O)Nc2ccccc2N2CCCCC2)c1	0	-0.1	0	2	-1	4	0.3	6	0
O=c1c2cc(Br)ccc2nc(-c2cccc(C(F)(F)F)c2)n1O	0	0.0	0	4	0	5	4.2	5	-4
CC1CCCN(S(=O)(=O)c2ccc3c(c2)c(=O)nc2ccc(Cl)cn23)C1 (stereo unspecified)	5	-0.1	10	-113	-2	-1	-1.3	8	3
CCOC(=O)c1c(NC(=O)CSC(=S)N(C)C)sc(C)c1C	3	-0.1	2	4	-4	0	-1.8	11	0
O=S(=O)(/N=C(/Nc1ccccc1)C(F)(F)F)c1ccccc1	0	0.4	-4	-11	-1	-2	-0.1	3	-4

This is a subset; the hit share may differ from the screen's.
